Bioassay records: PubChem, several laboratories
Autofluor 339: intrinsic fluorescence of library compounds, ex339/em460 – biochemical, MLSMR library, data from DPM-DC assay, artefact control, profiling panel | compound autofluorescence, ex339/em460 nm, NADH buffer; stronger effect = higher value; 1 = no-compound wells, NADH background | fluorescence fold increase at 10 µM | 65,000 compounds, 5.5% hits;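 active = at 10 µM, mean starting fluorescence two-fold or more over control wells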;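 note: signal is the first read of a kinetic run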
5-HT1A blocker: 5-HT1a (human) receptor antagonism. inhibition, % at 10 µM. 62,000 compounds, 0.68% hits. P08908. AID 612. CHO 5-HT1a Ga15 NFAT-bla reporter, antagonist mode;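 active = inhibition above the mean of all tested compounds plus 3 SD, cut at about 43% in these data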;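 note: receptor stimulated by 5-CT agonist at 100 nM near EC80; beta-lactamase reporter measured by ratiometric fluorescence of a cleavable substrate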
MMP-13 inhibitor: blocks human MMP13 activity | P45452 | MMP-13 fTHP FRET cleavage, Mca fluorescence | inhibition, % at 4 µM | 65,000 compounds, 0.07% hits | AID 570;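 active = inhibition above the mean of compound-free control plate wells plus 3 SD, cut at about 14% in these data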;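 note: 0% = DMSO wells and 100% = wells with reference MMP-13 inhibitor after basal subtraction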
TNAP act mid DEA: activates human TNAP at intermediate phosphate acceptor concentration. purified TNAP, CDP-star luminescence, 100 mM DEA, 30 min; stronger effect = higher value; scale: 0 levamisole-inhibited, 1 vehicle-only enzyme. activation factor at 20 µM. 64,000 tested, under 10 active;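 active = activation factor of at least 2 at 20 µM, relative to controls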
Target sequence (P05186 whole entry, looked up): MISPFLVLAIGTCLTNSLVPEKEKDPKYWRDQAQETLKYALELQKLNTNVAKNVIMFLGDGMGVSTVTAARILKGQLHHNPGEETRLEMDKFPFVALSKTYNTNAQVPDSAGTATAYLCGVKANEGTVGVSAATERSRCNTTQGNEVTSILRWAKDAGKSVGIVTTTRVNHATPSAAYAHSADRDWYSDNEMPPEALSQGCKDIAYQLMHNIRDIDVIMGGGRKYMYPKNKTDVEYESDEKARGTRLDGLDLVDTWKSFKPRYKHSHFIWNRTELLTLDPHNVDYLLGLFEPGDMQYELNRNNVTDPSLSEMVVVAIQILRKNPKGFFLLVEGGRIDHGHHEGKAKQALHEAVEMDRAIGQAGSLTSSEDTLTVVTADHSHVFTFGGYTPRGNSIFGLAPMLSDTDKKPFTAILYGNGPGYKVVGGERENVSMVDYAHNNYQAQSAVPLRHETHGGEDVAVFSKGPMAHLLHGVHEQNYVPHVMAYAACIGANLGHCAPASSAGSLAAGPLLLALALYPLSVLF
SF-1 act: activates the human nuclear receptor SF-1 | activation, % at 10 µM | CHO-K1 Gal4-SF-1 LBD luciferase reporter; % increase over DMSO SF-1-specific signal | Q13285 | 65,000 compounds, 1.9% hits | AID 522;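 active = activation above the mean activation of all tested compounds plus 3 SD, cut at about 50% in these data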
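Test system: CHO-K1 cells co-transfected with Gal4 DBD–human SF-1 LBD, 5xGal4 luciferase reporter. Quantity: 4,000 cells per well. Compound: 10 µM only. Incubation: compound added 1 h post-seeding, 20 h exposure at 37 °C, 5% CO2. Detection: SteadyLite luciferase luminescence. Replication: one test per compound.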
RORA act: activates the human nuclear receptor RORA; CHO-K1 Gal4-RORA LBD luciferase reporter, luminescence; percent increase over mock-subtracted basal signal; activation, % at 10 µM; 65,000 compounds, 1.5% hits; AID 560;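 active = activation above the mean of all tested compounds plus 3 SD, cut at about 49% in these data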;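 note: 0% = DMSO-treated RORA cells and 100% = added signal equal to DMSO minus mock-transfected cells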
Target sequence (P35398 whole entry, looked up, the tested form may be a part): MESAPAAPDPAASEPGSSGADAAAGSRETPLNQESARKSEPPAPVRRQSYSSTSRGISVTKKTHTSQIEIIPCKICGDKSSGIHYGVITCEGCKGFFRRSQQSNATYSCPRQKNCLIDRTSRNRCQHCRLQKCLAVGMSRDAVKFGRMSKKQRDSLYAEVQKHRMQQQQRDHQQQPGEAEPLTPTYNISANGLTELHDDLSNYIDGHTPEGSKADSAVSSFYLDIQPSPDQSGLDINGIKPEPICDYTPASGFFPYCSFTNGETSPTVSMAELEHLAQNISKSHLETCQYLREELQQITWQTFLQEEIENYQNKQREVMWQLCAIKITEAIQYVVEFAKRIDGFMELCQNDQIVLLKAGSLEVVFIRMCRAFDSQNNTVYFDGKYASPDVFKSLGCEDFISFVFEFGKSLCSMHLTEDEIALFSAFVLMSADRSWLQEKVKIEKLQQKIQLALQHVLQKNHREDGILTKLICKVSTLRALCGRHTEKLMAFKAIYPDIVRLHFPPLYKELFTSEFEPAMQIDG
NADH coupling: blocks coupling enzymes of NAD/NADH assays; coupled PK/LDH NADH assays, four targets; IC50, µM (top dose mostly 10 µM), for inactives: at the highest dose inhibition; 65,000 compounds, 0.02% hits;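 active = single-dose screening hits from any of four coupled enzyme assays that gave an IC50 when retested across doses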;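 note: the DPM-DC format reads NADH fluorescence rather than 340 nm absorbance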
A340 absorber: absorbance at 340 nm. compound absorbance at 340 nm, fold over control. 65,000 tested, under 10 active. fold change at 10 µM;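 active = at 10 µM dose, initial 340 nm absorbance at least 2 fold that of control wells; inactive = change under 2 fold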;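 note: initial absorbance extrapolated from kinetic A340 decline of NADH oxidation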
HTR1A agonist: 5-HT1a (human) receptor agonism; AID 567; activation, % at 10 µM; P08908; 65,000 compounds, 0.56% hits; CHO 5-HT1a Ga15 NFAT-bla reporter, FRET ratio; 0% basal, 100% maximal reference agonist;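 active = activation above the screen-wide mean activation plus 3 SD, cut at about 19% in these data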;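 note: 0% = DMSO wells and 100% = 5-CT at EC100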
An asterisk follows results filed as active; . = no result given; [ ] = another dose, or the depositor's remark.

The first 2 entries, ahead of the listing:
1. Cc1nn(C(=O)c2cccs2)c(C)c1CN1C(=O)c2ccccc2C1=O
2. O=C(Nc1ccccc1N1CCCC1)c1ccc2c(c1)OCO2
compound no. | 1 | 2
Autofluor 339 | 1.1 | 1
5-HT1A blocker | -5 | 20
MMP-13 inhibitor | 3 | 6
TNAP act mid DEA | 0.9 | 0.8
SF-1 act | 13 | -12
RORA act | -8 | -22
NADH coupling | 2% | 11%
A340 absorber | 1.1 | 1
HTR1A agonist | -1.9 | -2.7

This part in full, repeating the preview:
1. Cc1nn(C(=O)c2cccs2)c(C)c1CN1C(=O)c2ccccc2C1=O
2. O=C(Nc1ccccc1N1CCCC1)c1ccc2c(c1)OCO2
3. CC(=N\O)/C(CN(C)C)=N/O
4. Cn1c(NC(=O)c2ccc(Br)o2)cc(=O)n(C)c1=O
5. CC1(C)CC(=O)C(CC2=C(O)CC(C)(C)CC2=O)C(=O)C1
6. CC(=O)c1cc(OC(=O)c2ccncc2)ccc1OC(=O)c1ccncc1
compound no. | 1 | 2 | 3 | 4 | 5 | 6
Autofluor 339 | 1.1 | 1 | 1 | 0.99 | 1.1 | 1.1
5-HT1A blocker | -5 | 20 | . | -5 | -10 | -2
MMP-13 inhibitor | 3 | 6 | 2 | 8 | 4 | 0
TNAP act mid DEA | 0.9 | 0.8 | 0.8 | . | 0.9 | 1
SF-1 act | 13 | -12 | -8 | -6 | -18 | -6
RORA act | -8 | -22 | -12 | -2 | 2 | 1
NADH coupling | 2% | 11% | 1% | 3% | 2% | 2%
A340 absorber | 1.1 | 1 | 1 | 1.2 | 1.1 | 1
HTR1A agonist | -1.9 | -2.7 | 0.2 | -1.1 | -2.9 | -2.8

7. CC(=O)c1ccc(NC(=O)CSc2nnc(-c3ccoc3C)n2Cc2ccccc2)cc1
8. COc1ccc(-n2nc3cc(C)c(NC(=O)c4cccnc4)cc3n2)cc1
9. COC(=O)c1cccc(-n2nnnc2SCC(=O)Nc2cc(C)on2)c1
10. CCOC(=O)C1CCCN(C(=O)CCNS(=O)(=O)c2ccc3c(c2)CCC(=O)N3)C1 (configuration not stated)
11. COc1ccc(C)cc1Nc1cc(C)nc2nc(C)nn12
12. COc1ccc(CNC(=O)C2CCN(S(=O)(=O)c3cc(OC)ccc3OC)CC2)cc1
compound no. | 7 | 8 | 9 | 10 | 11 | 12
Autofluor 339 | 1 | 3.3* | 1.1 | 1.1 | 1 | 1.1
5-HT1A blocker | 19 | 7 | 10 | -4 | 6 | -4
MMP-13 inhibitor | 0 | -16 | 0 | -2 | 4 | 1
TNAP act mid DEA | 0.9 | 0.9 | 0.8 | 0.9 | 1 | 0.9
SF-1 act | 15 | 30 | -16 | 3 | 17 | -6
RORA act | 40 | 38 | -21 | 2 | 30 | -2
NADH coupling | 4% | 14% | 2% | 3% | 13% | 5%
A340 absorber | 0.98 | 1.1 | 1 | 1 | 1 | 1
HTR1A agonist | -2.6 | -3.8 | -4.2 | -1.2 | 2.7 | 0.2

13. Nc1nonc1-c1nc2ccccc2n1CCC(=O)O
14. CCOC(=O)c1cc2c(ccn2C)n1CC(=O)N1CCN(c2ccc(F)cc2)CC1
15. O=C(Nc1ccc2c(c1)Cc1ccccc1-2)c1ccco1
16. COc1ccccc1NC(=O)C1CCCCN1S(=O)(=O)c1ccc(F)cc1 (configuration not stated)
17. CC(NC(=O)c1ccccc1)c1nc2ccccc2n1Cc1ccc(C#N)cc1 (configuration not stated)
18. c1ccc(CN2CCN(CCN3CCn4c3nc3ccccc34)CC2)cc1
compound no. | 13 | 14 | 15 | 16 | 17 | 18
Autofluor 339 | 1.1 | 1.1 | 1.1 | 1.1 | 1.1 | 1.1
5-HT1A blocker | -21 | 4 | -3 | 17 | 15 | 22
MMP-13 inhibitor | -11 | -7 | -4 | -4 | 2 | 4
TNAP act mid DEA | 1 | 0.8 | 0.9 | 1 | 0.9 | 0.9
SF-1 act | -18 | -12 | 22 | 0 | 8 | 21
RORA act | -10 | -9 | 40 | -4 | 18 | 3
NADH coupling | 6% | 6% | 6% | 7% | 5% | 4%
A340 absorber | 0.99 | 1.1 | 1.1 | 0.95 | 1 | 1
HTR1A agonist | -3.7 | -3.1 | -1.6 | -1.8 | 0.6 | -3.5

19. CCOC(=O)c1cccc(NC(=O)CSc2nnc(COc3ccccc3)n2CC)c1
20. C=CS(=O)(=O)c1ccc(Oc2ccc(S(=O)(=O)C=C)cc2)cc1
21. CC(C)OC(=O)CSc1nnc(-c2ccc(Cl)cc2Cl)n1N
22. O=C(CN1C(=O)COc2ccccc21)Nc1ccc2c(c1)OCCO2
23. COc1ccc(-c2nc(CN3CCC(C(=O)NC4CCCc5ccccc54)CC3)c(C)o2)cc1OC (configuration not stated)
24. CC(C)Cc1cc(C(=O)Nc2sc3c(c2C#N)CCCC3)no1
compound no. | 19 | 20 | 21 | 22 | 23 | 24
Autofluor 339 | 1.1 | 1.1 | 1.3 | 1.1 | 1.1 | 1.1
5-HT1A blocker | 2 | 106* | -10 | -7 | -7 | -6
MMP-13 inhibitor | 5 | -3 | 2 | -2 | -1 | 4
TNAP act mid DEA | 1 | 0.9 | 0.9 | 1 | 1 | 0.9
SF-1 act | -10 | -97 | -6 | -8 | -4 | 15
RORA act | 14 | -94 | -8 | -14 | 16 | 41
NADH coupling | 6% | 5% | 11% | 3% | 5% | 6%
A340 absorber | 1 | 1 | 1 | 0.99 | 1 | 1.1
HTR1A agonist | 1.5 | -4.0 | -3.4 | -2.3 | -2.4 | -0.2

25. COC(=O)C(NC(C)=O)(Nc1ccccn1)C(F)(F)F (configuration not stated)
26. Cc1cccc(C)c1OCC(=O)NCc1nnc(SCC(=O)NC2CCCCC2)n1C
27. CC(Sc1nnc(-c2ccc(Cl)cc2)n1C)C(N)=O (configuration not stated)
28. COC(=O)c1ccccc1NS(=O)(=O)c1ccc2c3c(cccc13)C(=O)N2
29. COc1ccc(NC(C)=O)cc1NC(=O)CN1CCN(c2ccccn2)CC1
30. CCCCNC(=O)c1cccc(C(=O)NCCCC)c1
compound no. | 25 | 26 | 27 | 28 | 29 | 30
Autofluor 339 | 1.1 | 1.1 | 1.1 | 2.8* | 0.99 | 1.1
5-HT1A blocker | . | 0 | 2 | 4 | 0 | 12
MMP-13 inhibitor | -11 | 4 | 2 | -6 | -8 | 4
TNAP act mid DEA | 0.8 | 0.9 | 0.9 | 0.9 | 0.9 | 0.9
SF-1 act | 7 | -9 | 4 | -1 | -14 | -7
RORA act | -24 | -4 | 13 | -14 | -1 | -11
NADH coupling | 2% | 5% | 6% | 16% | 4% | 5%
A340 absorber | 1 | 1 | 1 | 1 | 0.97 | 1
HTR1A agonist | -2.5 | -1.3 | 1.2 | -0.7 | -1.2 | 1.6

31. COC(=O)COc1cccc(NS(=O)(=O)c2ccc(NC(C)=O)cc2)c1
32. Cc1ccc(S(=O)(=O)NCCC(=O)NCc2ccccc2)cc1
33. CC(C)(C)c1nn(-c2ccccc2)c2[nH]c(=O)c(CNCc3ccco3)cc12
34. O=S(=O)(Nc1nccs1)c1cc(Cl)ccc1Cl
35. Cc1sc2ncnc(Sc3nnnn3-c3ccc(Cl)cc3)c2c1C
36. Cc1ccc(C(=O)Nc2nnc(-c3cccs3)s2)cc1C
compound no. | 31 | 32 | 33 | 34 | 35 | 36
Autofluor 339 | 1 | 1.1 | 1.1 | 1.1 | 1.4 | 3*
5-HT1A blocker | 13 | -9 | -13 | -23 | 10 | -14
MMP-13 inhibitor | 2 | -1 | 3 | -3 | -3 | -4
TNAP act mid DEA | 1 | 1 | 0.9 | 0.9 | 1 | 1
SF-1 act | 2 | 3 | -3 | -9 | -5 | 81*
RORA act | -12 | 5 | 6 | -6 | -19 | 10
NADH coupling | 3% | 5% | 5% | 6% | 4% | 12%
A340 absorber | 1 | 0.99 | 0.99 | 1 | 0.99 | 1.1
HTR1A agonist | -2.5 | -2.9 | 1.0 | -0.5 | -0.8 | -0.2

37. CCCCn1c(C(C)O)nc2ccccc21 (configuration not stated)
38. COc1ccc(CC(C(=O)Nc2cccc(F)c2)c2nn[nH]n2)c(OC)c1 (configuration not stated)
39. CCN1CCN(C(=O)c2sc3nc(C)nc(N4CCC(C)CC4)c3c2C)CC1
40. CCOC(=O)c1sc(NC(=O)c2c(C)noc2C)c(C(=O)OCC)c1C
41. CCOC(=O)c1c(NC(=O)OC)sc2c1CCC2
42. Cc1cc(Nc2ccc(N3CCC(C)CC3)cc2)n2ncnc2n1
compound no. | 37 | 38 | 39 | 40 | 41 | 42
Autofluor 339 | 1.1 | 1.1 | 1.1 | 1.2 | 1.1 | 1
5-HT1A blocker | 8 | 7 | -11 | -1 | -10 | -10
MMP-13 inhibitor | 2 | -2 | 0 | 4 | 3 | 5
TNAP act mid DEA | 0.9 | 1 | . | 0.9 | 0.8 | 0.9
SF-1 act | 16 | -4 | 2 | -4 | 5 | 0
RORA act | -7 | -4 | -4 | -10 | -13 | -28
NADH coupling | 4% | 3% | 8% | 4% | 1% | 3%
A340 absorber | 1 | 1 | 1 | 1.1 | 0.99 | 1
HTR1A agonist | -2.4 | -1.4 | -0.4 | -1.0 | -0.3 | -3.5

43. Cc1c(C(=O)N2CCN(CCc3ccccc3)CC2)oc2ccccc12
44. CCc1ccc(-c2nn[nH]n2)cc1
45. COCC(=O)Nc1cc(C)c2c(=O)oc3ccccc3c2n1
46. Cc1cc(C(F)(F)F)c2c(C)nn(CCc3nn[nH]n3)c2n1
47. CN1CC(=O)N(CC(=O)Nc2ccc(Cl)c(C(F)(F)F)c2)C1=O
48. CC1Cc2nc(SCC(N)=O)n(C)c(=O)c2S1 (configuration not stated)
compound no. | 43 | 44 | 45 | 46 | 47 | 48
Autofluor 339 | 1.1 | 1.1 | 1.1 | 1.9 | 0.69 | 1.1
5-HT1A blocker | 22 | -16 | -10 | 1 | -7 | -2
MMP-13 inhibitor | 6 | -2 | 0 | -73[fluorescence artefact?] | -8 | 6
TNAP act mid DEA | 1 | 0.9 | 0.9 | 0.9 | 0.9 | 1
SF-1 act | -16 | 3 | -11 | -5 | -8 | -5
RORA act | -8 | 8 | 7 | 13 | -8 | 1
NADH coupling | 6% | 6% | 16% | 5% | 14% | 11%
A340 absorber | 1 | 1 | 1.1 | 1 | 1 | 1.1
HTR1A agonist | -2.7 | -1.4 | -2.3 | 0.0 | -1.6 | 0.5

49. Cc1ccc(Cl)cc1N1CCN(C(=O)C2CCN(c3nnc(-n4cccc4)s3)CC2)CC1
50. CCCOc1ccccc1C1NC(=O)NC(C)=C1C(=O)OCCOC (configuration not stated)
51. O=C(Nc1ccc2c(c1)oc1ccccc12)N1CCOCC1
52. O=C(NCc1cccs1)Nc1ccc2c(c1)OCO2
53. CCOC(=O)c1c(NC(C)=O)no[n+]1[O-]
54. FC(F)(F)c1cccc(CN2CCCCCC2)c1
55. CCCOc1cccc(C2C(C(=O)c3ccc(C)o3)=C(O)C(=O)N2CCCN(C)C)c1 (configuration not stated)
compound no. | 49 | 50 | 51 | 52 | 53 | 54 | 55
Autofluor 339 | 1.1 | 1.1 | 1.1 | 1.1 | 1.1 | 1.1 | 1.1
5-HT1A blocker | 5 | 3 | -2 | 6 | -8 | -10 | .
MMP-13 inhibitor | 7 | 2 | -7 | 4 | -5 | 4 | 1
TNAP act mid DEA | 1 | 0.9 | 1 | 1 | 1 | 0.9 | 1
SF-1 act | -8 | 9 | 52* | 41 | -1 | 2 | -4
RORA act | -4 | 2 | 27 | 34 | -23 | 4 | -16
NADH coupling | 3% | 7% | 5% | 1% | 5% | 17% | 3%
A340 absorber | 1.1 | 1 | 1.1 | 1 | 1 | 1.1 | 1
HTR1A agonist | -0.3 | -2.1 | -1.6 | -1.3 | 0.7 | -0.4 | 1.5
